GST TR-FRET counter: biotin-GST/anti-GST TR-FRET signal inhibitors, dose response, artefact control for Vif-APOBEC3G degradation inhibitor project, biochemical (AID 1117362) | TR-FRET counter screen, biotin-GST/anti-GST signal | 3,600 compounds, 2.8% hits | IC50 in µM for hits, for the others inhibition, % at the top dose, mostly 100 µM;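 active = inhibition above 30% at one or more concentrations, seen consistently on every test date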;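 note: biotinylated GST protein used in place of GST-Vif 1-94 and biotin-A3G peptide; detects fluorescence quenchers or blockers of GST binding to anti-GST antibody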
Active calls of the source: *. An excerpt (hit frequency here may not be typical).

> CC(C)N1CCC2(CC1)C(C#N)=C(N)NC(S)=C2C#N
- GST TR-FRET counter = 2.2%
> CCOc1cc(/C=C2/C(=O)N(c3ccccc3)N=C2C)ccc1OC(=O)c1ccco1
- GST TR-FRET counter = -2.5%
> Cc1ccc(C)c(NC(=O)CSc2ncnc3nc[nH]c23)c1
- GST TR-FRET counter = -0.2%
> N#Cc1ccccc1NC(=O)CNc1ccc(Cl)c(C(F)(F)F)c1
- GST TR-FRET counter = -1.0%
> O=C(CSc1nccn1Cc1ccccc1)Nc1nccs1
- GST TR-FRET counter = 0.9%
> CCCCc1ccc(-c2nc(N)n[nH]2)cc1
- GST TR-FRET counter = 4.6%
> Cc1csc(=O)n1CC(=O)OCC(=O)c1ccc(Br)cc1
- GST TR-FRET counter = 4.0%
> CCOC(=O)CC(=O)CSc1ncc(C(=O)OCC)c(N)n1
- GST TR-FRET counter = 1.6%
> O=[N+]([O-])c1ccc(CNc2ccc(F)cc2)s1
- GST TR-FRET counter = 13%
> COc1ccc(N=CC2=C(O)CCCC2=O)cc1
- GST TR-FRET counter = -6.0%

> Cn1c(=O)cc(NCc2ccccc2)[nH]c1=O
- GST TR-FRET counter = 3.1%
> CCOC(=O)c1csc(N)c1-c1ccc([N+](=O)[O-])cc1
- GST TR-FRET counter = 6.4%
> Cc1ccc(CCNC(=O)C2CCCN(S(=O)(=O)c3c(C)noc3/C=C/N(C)C)C2)cc1 (stereo not drawn)
- GST TR-FRET counter = 3.9%
> CC(C)C(=O)Nc1nnc(Sc2ccc(N(C)C)cc2)s1
- GST TR-FRET counter = 3.8%
> Cc1ccc(Nc2nc3nonc3nc2N(C)C)cc1
- GST TR-FRET counter = 3.3%
> O=C(CCc1ccc(S(=O)(=O)N2CCOCC2)cc1)OCc1nc2ccccc2s1
- GST TR-FRET counter = 0.6%
> COC(=O)CSc1nc2cc(C)cc(C)c2cc1C#N
- GST TR-FRET counter = -3.7%
> O=[N+]([O-])c1cc(CN2CCN(c3cccc(C(F)(F)F)c3)CC2)c2cccnc2c1O
- GST TR-FRET counter = -1.6%
> COc1cc(NC(=O)Cc2ccccc2)cc(OC)c1
- GST TR-FRET counter = -1.9%
> COC(=O)C1=C(C)NC(=O)/C1=C\c1cc(C)n(-c2ccccc2C)c1C
- GST TR-FRET counter = 0.7%

Arranged by length of the SMILES (falling): part of the list above
> O=[N+]([O-])c1cc(CN2CCN(c3cccc(C(F)(F)F)c3)CC2)c2cccnc2c1O
- GST TR-FRET counter = -1.6%
> COC(=O)C1=C(C)NC(=O)/C1=C\c1cc(C)n(-c2ccccc2C)c1C
- GST TR-FRET counter = 0.7%
> Cn1c(=O)cc(NCc2ccccc2)[nH]c1=O
- GST TR-FRET counter = 3.1%

The listing continues.
> O=C(OCn1ncc(Br)c(Br)c1=O)c1ccc(F)cc1
- GST TR-FRET counter = -94%
> C=CCN1C(=O)c2ccc(C(=O)N3CCN(c4ccccc4OC)CC3)cc2C1=O
- GST TR-FRET counter = 3.9%
> O=C(O)Cc1cccc(=O)c(O)c1C(=O)O
- GST TR-FRET counter = 4.1%
> Nc1ncnc2oc(-c3ccco3)c(-c3ccco3)c12
- GST TR-FRET counter = 15%
> CC(C)(NO)/C(=N\O)c1ccccc1
- GST TR-FRET counter = 0.3%
> NC(=O)Cn1c(=O)n(Cc2ccco2)c(=O)c2c3c(sc21)CCCCC3
- GST TR-FRET counter = 5.1%
> Cc1nc(SCC(=O)Nc2ccnc3ccccc23)n[nH]1
- GST TR-FRET counter = 6.2%
> CC(=O)N1CCCc2cc(S(=O)(=O)N(C)CCC#N)ccc21
- GST TR-FRET counter = 5.5%
> C=C(C)C(=O)Nc1cccc(C2=NOC3(C2)C[C@@H](C(N)=O)N(C(=O)CC(c2ccccc2)c2ccccc2)C3)c1 (stereo partly drawn)
- GST TR-FRET counter = -2.2%
> CCC(=O)Nc1cc(C)c(NC(=O)C23CC4CC(CC(C4)C2)C3)cn1
- GST TR-FRET counter = 0.8%

Pulled by structure from above, 6 records:
> Nc1ncnc2oc(-c3ccco3)c(-c3ccco3)c12
- GST TR-FRET counter = 15%
> C=C(C)C(=O)Nc1cccc(C2=NOC3(C2)C[C@@H](C(N)=O)N(C(=O)CC(c2ccccc2)c2ccccc2)C3)c1 (stereo partly drawn)
- GST TR-FRET counter = -2.2%
> Cn1c(=O)cc(NCc2ccccc2)[nH]c1=O
- GST TR-FRET counter = 3.1%
> C=CCN1C(=O)c2ccc(C(=O)N3CCN(c4ccccc4OC)CC3)cc2C1=O
- GST TR-FRET counter = 3.9%
> Cc1ccc(Nc2nc3nonc3nc2N(C)C)cc1
- GST TR-FRET counter = 3.3%
> Cc1ccc(CCNC(=O)C2CCCN(S(=O)(=O)c3c(C)noc3/C=C/N(C)C)C2)cc1 (stereo not drawn)
- GST TR-FRET counter = 3.9%

Next section
> O=C(CSc1ccc(Cl)cc1)c1ccco1
- GST TR-FRET counter = -2.7%
> NNC(=O)c1ccc(N2CCc3ccccc32)c([N+](=O)[O-])c1
- GST TR-FRET counter = -0.3%
> CC(=O)Nc1ccc(OCC(O)CNC2CCCC2)cc1 (stereo not drawn)
- GST TR-FRET counter = 16%
> COc1ccccc1CNC(=O)COC(=O)c1cc(-c2ccco2)nc2ccccc12
- GST TR-FRET counter = 1.6%
> O=C1CN(C(=O)COC(=O)c2oc3ccccc3c2COc2ccccc2)c2ccccc2N1
- GST TR-FRET counter = 2.2%
> COc1ccc(NC(=O)C2CCCN2S(=O)(=O)c2cccc3cccnc23)c(OC)c1 (stereo not drawn)
- GST TR-FRET counter = 0.8%
> O=C(NCc1cccnc1)C1c2ccccc2C(=O)N1C1CCCC1 (stereo not drawn)
- GST TR-FRET counter = 9.9%
> Cc1nc2scc(-c3ccccc3)c2c(=O)n1/N=C/c1ccco1
- GST TR-FRET counter = -3.3%
> CC(OC(=O)c1cccc(O)c1)C(=O)N(C)Cc1ccccc1 (stereo not drawn)
- GST TR-FRET counter = 2.9%
> CC(C)(Oc1ccc(Cl)cc1)C(=O)NCc1ccco1
- GST TR-FRET counter = -5.8%
> CCN(CC)c1ccc(C2C3CCCCC3(O)CCN2CC(=O)Nc2ccccc2)cc1 (stereo not drawn)
- GST TR-FRET counter = 12%
> N#C/C(=C/c1cc(Br)cs1)C(=O)NCC1CCCO1 (stereo not drawn)
- GST TR-FRET counter = 5.3%
> CCOc1cccc(CNc2ccc(O)cc2)c1OCc1ccccc1Cl
- GST TR-FRET counter = 11%

Compounds listed so far that contain a cyano group, in the order listed:
> CC(C)N1CCC2(CC1)C(C#N)=C(N)NC(S)=C2C#N
- GST TR-FRET counter = 2.2%
> N#Cc1ccccc1NC(=O)CNc1ccc(Cl)c(C(F)(F)F)c1
- GST TR-FRET counter = -1.0%
> COC(=O)CSc1nc2cc(C)cc(C)c2cc1C#N
- GST TR-FRET counter = -3.7%
> CC(=O)N1CCCc2cc(S(=O)(=O)N(C)CCC#N)ccc21
- GST TR-FRET counter = 5.5%
> N#C/C(=C/c1cc(Br)cs1)C(=O)NCC1CCCO1 (stereo not drawn)
- GST TR-FRET counter = 5.3%

Screening data (PubChem)
